UBC13 polyUb – human UBC13 polyubiquitination inhibition | UBC13 polyubiquitin chain formation, TR-FRET | inhibition, % at 20 µM | 330,000 compounds, 0.47% hits; in the data active means inhibition above about 45%, passing the limit was not always enough
Target sequence (P61088 whole entry, looked up): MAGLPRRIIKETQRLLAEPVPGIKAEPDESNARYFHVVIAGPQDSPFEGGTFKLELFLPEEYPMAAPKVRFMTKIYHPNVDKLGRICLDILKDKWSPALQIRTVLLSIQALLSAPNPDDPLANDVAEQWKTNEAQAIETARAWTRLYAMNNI
Jurkat NFkB inh – lowers PMA/ionomycin-induced NF-kB signal in Jurkat cells; inhibition, % at 4 µM; PMA/ionomycin-induced NF-kB luciferase reporter, luminescence; 330,000 compounds, 0.53% hits; AID 435003; in the data active means inhibition above about 50%
697 NFkB inh – inhibitors of the PMA/ionomycin-induced NF-kB reporter in 697 B cells | 330,000 compounds, 0.33% hits | 697 B-cell NF-kB luciferase reporter, 16 h | inhibition, % at 4 µM; in the data active means inhibition above about 35%
Gli-Sufu antag – antagonists of Gli-Sufu signaling. 340,000 compounds, 0.74% hits. Sufu-KO-LIGHT fibroblasts, Gli luciferase reporter luminescence. AID 588413. inhibition, % at 5 µM;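 active means inhibition above about 55%, limit read from the data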;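 further: 0% = DMSO-treated cells and 100% = wells with medium but no cells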
EBI2 antag – blocks human EBI2 receptor beta-arrestin signaling | EBI2 beta-arrestin recruitment, luminescence, 7a,25-OHC stimulated | inhibition, % at 5 µM | 360,000 compounds, 0.81% hits; in the data active means inhibition above about 38%;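 further: enzyme fragment complementation signal reports receptor beta-arrestin coupling in cells; 0% = agonist plus DMSO wells and 100% = wells without agonist; some results beyond the cut were filed as inactive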
CXCR6 block – inhibitors of human CXCR6 receptor | CHO-K1 PathHunter CXCR6 beta-arrestin, luminescence | inhibition, % at 20 µM | O00574 | 360,000 compounds, 0.36% hits | AID 602244; in the data active means inhibition above about 34%, passing the limit was not always enough;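 further: antagonist mode with CXCL16 agonist at 10 nM final; 0% = 10 nM CXCL16 with DMSO and 100% = unstimulated wells without agonist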
CCR6 antagonist – antagonists of human CCR6 receptor. inhibition, % at 20 µM. P51684. CHO-K1 CCR6 PathHunter beta-arrestin, luminescence, CCL20-stimulated. AID 493098. 340,000 compounds, 0.49% hits;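 active means compounds whose inhibition of the agonist-driven luminescence signal at 20 µM reaches about 50%, limit read from the data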;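 further: cells stimulated with CCL20 at 14 nM final; plate controls were DMSO with CCL20 for no effect and DMSO without agonist for full effect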
Target sequence (P51684 whole entry, looked up): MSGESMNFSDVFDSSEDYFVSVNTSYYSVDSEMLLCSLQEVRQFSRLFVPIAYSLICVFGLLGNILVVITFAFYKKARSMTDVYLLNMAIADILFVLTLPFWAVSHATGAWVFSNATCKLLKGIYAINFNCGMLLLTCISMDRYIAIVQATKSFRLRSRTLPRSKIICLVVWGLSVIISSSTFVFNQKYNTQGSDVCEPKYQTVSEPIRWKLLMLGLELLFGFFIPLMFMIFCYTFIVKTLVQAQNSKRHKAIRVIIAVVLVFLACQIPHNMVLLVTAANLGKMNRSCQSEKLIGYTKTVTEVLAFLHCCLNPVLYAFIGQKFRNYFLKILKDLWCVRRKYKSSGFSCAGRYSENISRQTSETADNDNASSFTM
APJ antag – antagonists of human APJ apelin receptor; P35414; CHO-K1 APJ beta-arrestin complementation, luminescence; inhibition, % at 20 µM; 330,000 compounds, 0.32% hits; AID 2521;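 active means inhibition above about 40% at 20 µM, limit read from the data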;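 further: cells challenged with 10 nM apelin-13 agonist together with compound; plate controls were apelin-13 plus DMSO wells for no effect and DMSO wells lacking apelin-13 for full effect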
Target sequence (P35414 whole entry, looked up): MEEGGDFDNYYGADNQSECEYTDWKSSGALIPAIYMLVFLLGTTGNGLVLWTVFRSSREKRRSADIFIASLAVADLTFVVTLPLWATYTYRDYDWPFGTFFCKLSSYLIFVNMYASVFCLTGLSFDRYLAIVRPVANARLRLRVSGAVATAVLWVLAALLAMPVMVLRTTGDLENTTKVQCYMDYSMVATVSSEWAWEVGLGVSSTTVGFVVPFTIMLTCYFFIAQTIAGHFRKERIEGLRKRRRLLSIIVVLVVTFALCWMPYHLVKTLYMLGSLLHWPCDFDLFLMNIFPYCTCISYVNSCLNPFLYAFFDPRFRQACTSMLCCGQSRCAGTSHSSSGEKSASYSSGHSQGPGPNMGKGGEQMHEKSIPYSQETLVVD
An asterisk follows results filed as active; x = not tested or not shown. Random draw from the library, and some 3% of all compounds hit somewhere here.

SMILES | UBC13 polyUb | Jurkat NFkB inh | 697 NFkB inh | Gli-Sufu antag | EBI2 antag | CXCR6 block | CCR6 antagonist | APJ antag
COc1cc(/C=C(\C#N)c2nc(-c3cc4ccccc4oc3=O)cs2)ccc1O | -55 | -2 | 7 | 36 | 22 | 49* | 60* | 53*
COc1cccc(OC)c1C(=O)NC(=S)Nc1ccc2c(c1)OCCO2 | 2 | 2 | -24 | 9 | 12 | 5 | 9 | 4
CN(C(=O)c1cc([N+](=O)[O-])ccc1N1CCCC1)C1CCCCC1 | -12 | -4 | 19 | 7 | 2 | 14 | 19 | 9
O=C(NC1CCCC1)c1ccc(Br)o1 | 3 | -2 | 10 | -7 | -2 | -2 | 7 | 6
COc1ccc(OCc2cc(C(=O)N(C)Cc3cc(C4CC4)n[nH]3)no2)c(Cl)c1 | -4 | -94 | -124 | -53 | 6 | 3 | 1 | 1
Cc1ccc(C)c(N2CCN(C(=O)Cn3c(=O)oc4cc(S(=O)(=O)N5CCCC5)ccc43)CC2)c1 | -1 | 12 | -5 | 11 | 5 | 3 | 8 | 1
COCCn1c(SCC(=O)Nc2cc(C)on2)nc2ccccc21 | -10 | -2 | 2 | 3 | -3 | -2 | 2 | -5
Cc1ccc(-c2nnc(N3CCOCC3)c3ccccc23)cc1S(=O)(=O)NCC1CCCO1 (stereo not drawn) | -5 | -5 | -32 | 7 | 0 | -7 | -7 | 28
CN(C)CCNC(=S)Nc1ccc(Cl)cc1Cl | 8 | -13 | 4 | 2 | -13 | 0 | 21 | 16
O=c1oc2ccccc2cc1-c1csc(Nc2ccc(O)cc2)n1 | 7 | -10 | -4 | 6 | 22 | 7 | 14 | -18
CC(C)OCCCNC(=O)c1ccc2c(c1)S(=O)(=O)c1ccccc1C2=O | 12 | -17 | 2 | -16 | 1 | -5 | -15 | -60
Cc1ccc(SCc2ccc(C(=O)NCc3ccncc3)cc2)cc1 | 10 | 14 | -28 | 8 | 0 | -2 | 11 | -3

Ordered by formula weight (low to high): 7 of the compounds above.
SMILES | UBC13 polyUb | Jurkat NFkB inh | 697 NFkB inh | Gli-Sufu antag | EBI2 antag | CXCR6 block | CCR6 antagonist | APJ antag
CN(C(=O)c1cc([N+](=O)[O-])ccc1N1CCCC1)C1CCCCC1 | -12 | -4 | 19 | 7 | 2 | 14 | 19 | 9
O=c1oc2ccccc2cc1-c1csc(Nc2ccc(O)cc2)n1 | 7 | -10 | -4 | 6 | 22 | 7 | 14 | -18
COc1cccc(OC)c1C(=O)NC(=S)Nc1ccc2c(c1)OCCO2 | 2 | 2 | -24 | 9 | 12 | 5 | 9 | 4
CC(C)OCCCNC(=O)c1ccc2c(c1)S(=O)(=O)c1ccccc1C2=O | 12 | -17 | 2 | -16 | 1 | -5 | -15 | -60
COc1ccc(OCc2cc(C(=O)N(C)Cc3cc(C4CC4)n[nH]3)no2)c(Cl)c1 | -4 | -94 | -124 | -53 | 6 | 3 | 1 | 1
Cc1ccc(-c2nnc(N3CCOCC3)c3ccccc23)cc1S(=O)(=O)NCC1CCCO1 (stereo not drawn) | -5 | -5 | -32 | 7 | 0 | -7 | -7 | 28
Cc1ccc(C)c(N2CCN(C(=O)Cn3c(=O)oc4cc(S(=O)(=O)N5CCCC5)ccc43)CC2)c1 | -1 | 12 | -5 | 11 | 5 | 3 | 8 | 1

Further structures follow:
SMILES | UBC13 polyUb | Jurkat NFkB inh | 697 NFkB inh | Gli-Sufu antag | EBI2 antag | CXCR6 block | CCR6 antagonist | APJ antag
O=C1CN(C(=O)c2ccccc2F)c2ccccc2N1 | -4 | 1 | 3 | -2 | -9 | 4 | 9 | 12
O=C(CC(=O)N1CCOCC1)N1CCOCC1 | x | x | x | 1 | -8 | 0 | 5 | x
Cc1cnc(NC(=O)c2ccc3c(c2)C(=O)N(Cc2cccnc2)C3=O)s1 | -6 | -32 | -13 | -5 | 2 | -1 | 2 | 0
O=C(Cn1cccc1C(=O)c1ccccc1)NCCc1ccc(Cl)cc1 | 10 | 2 | 1 | -1 | 49* | 0 | 11 | 19
Cc1cc(C)cc(-n2nnnc2-c2cn(C)nc2C(F)(F)F)c1 | 1 | 2 | 2 | 9 | 7 | 6 | 19 | 2
CC(=O)C1C(c2ccc(F)cc2)C2C(C)=NN=C2CC1(C)O (stereo not drawn) | 3 | 10 | 11 | -3 | 2 | 11 | 16 | 12
COc1ccc(Br)cc1/C=C/C(=O)c1ccc(NC(C)=O)cc1 | x | x | x | 12 | -20 | 6 | 18 | x
O=C(Nc1ccnn1C1CCN(CCCc2ccccc2)CC1)c1ccccc1 | -6 | 6 | 7 | 6 | 4 | -3 | 1 | 5
COc1ccc(C(=O)Cn2cnc3ccccc3c2=O)cc1 | 12 | -15 | -37 | -55 | -2 | 3 | 5 | 23
CC(C)CC(C(=O)Nc1cccc(O)c1)N1C(=O)c2ccccc2C1=O (stereo not drawn) | 2 | 6 | 5 | -2 | -13 | 2 | 6 | 17
CC1=Nc2ccccc2/C1=C/c1c(N)n2c(S(=O)(=O)C(C)C)nsc2nc1=O | -6 | 12 | 7 | -3 | -8 | 7 | 10 | 9
CNc1nc(N)c(C(=O)Nc2cc(C)on2)s1 | -10 | -17 | -26 | x | -3 | 10 | 3 | 10
CC(=O)Nc1ccc(NC(=O)CN2CCCC(C)C2)c(Cl)c1 (stereo not drawn) | 9 | -15 | -20 | -21 | 10 | 7 | 14 | -3
CCOC(=O)CC1=C(C#N)C(c2cccnc2)C(C(=O)OCC)=C(N)O1 (stereo not drawn) | 7 | 5 | -4 | 7 | 2 | -3 | 10 | 9
CC12CCC(C(=O)OC3CCCCC3)(OC1=O)C2(C)C (stereo not drawn) | 1 | 5 | -2 | 1 | 2 | 6 | 16 | 1
CC(=O)Nc1ccc(/C(C)=N/NS(=O)(=O)c2ccccc2)cc1 | -4 | 8 | -18 | -3 | -13 | 2 | 0 | 4
CC1Cc2ccccc2N1C(=O)Cn1nc(C(=O)O)c2ccccc2c1=O (stereo not drawn) | -3 | 7 | 3 | -6 | 2 | 6 | -13 | -6
COc1ccc(OC)c(NC(=O)COc2coc(CN3CCCc4ccccc43)cc2=O)c1 | 1 | 22 | 1 | 15 | -10 | -1 | 10 | 5
O=C(CN1CCOCC1)Nc1cccc(Cl)c1Cl | -5 | -9 | -16 | -5 | 6 | 7 | -4 | -1
COc1nonc1NC(=O)CSc1nc2ccccc2[nH]1 | 9 | 6 | 5 | 2 | -4 | -16 | -18 | 2
Cc1onc(-c2ccccc2)c1C(=O)Nc1cccc2nsnc12 | 49* | 3 | -18 | 10 | -1 | 4 | -5 | 21
COc1ccc(NC(=O)N(C)C[C@H]2Oc3c(NS(=O)(=O)c4cccs4)cccc3C(=O)N([C@@H](C)CO)C[C@@H]2C)cc1 | 11 | 0 | 15 | -4 | 2 | 6 | 3 | 10
Cc1cc(/C=C2\Sc3ccccc3N2C)cc(C)[n+]1CC1CCCO1 (stereo not drawn) | -36 | 97* | 36* | 88* | -2 | 11 | 17 | 27
CCC(C)(C)NC(=O)C(c1cccn1C)N(C(=O)Cn1nnc2ccccc21)c1ccc(NC(C)=O)cc1 (stereo not drawn) | 0 | 17 | 3 | -26 | -1 | 1 | -2 | 7
Cc1ccc(NC(=S)N/N=C2/CCCCc3ccccc32)cc1 | -4 | 1 | -10 | 3 | 18 | 6 | 22 | 22
CCc1cc2c(=O)n(CC(=O)NC3CCCCC3)cnc2s1 | -5 | 3 | 10 | -9 | 6 | -9 | 11 | 5
COc1cccc(-c2nnc(SCC(=O)NC3CCS(=O)(=O)C3)n2C)c1 (stereo not drawn) | -10 | -18 | -12 | 1 | -5 | 8 | 7 | -9
CCN1CCN(c2cc(=O)n(-c3cc(Cl)ccc3C)c(=O)[nH]2)CC1 | 6 | 2 | 24 | 6 | -9 | 2 | -4 | 9
Cc1ccc(N=Cc2ccc(O)cc2O)cc1F | -7 | 1 | -12 | 6 | -2 | 7 | 3 | -12
COC(c1ccccc1)c1nnc(CCC(=O)N(C)C(C2CC2)C2CC2)o1 (stereo not drawn) | 2 | -52 | -66 | -2 | -8 | 3 | -2 | 8
NC(=O)c1ccc2nc(-c3ccccc3)c(-c3ccccc3)nc2c1 | 2 | 2 | -8 | 1 | 3 | -2 | 16 | -7
O=C(CSc1c2c(nc3cc(Cl)ccc13)CCCC2)NCCN1CCOCC1 | -5 | 2 | -10 | -6 | 4 | 11 | -1 | -6
CCc1ccc(OCC(=O)Nc2ncn[nH]2)cc1 | 9 | -25 | 8 | 4 | -6 | 8 | -3 | -8
O=c1[nH]c(SCc2cccc(F)c2)nc2ccccc12 | 0 | -14 | -15 | 10 | 2 | -4 | -12 | -18
Cc1ccccc1NC(=O)COc1ccc2oc(=O)cc(C)c2c1 | 7 | 7 | 8 | -8 | 7 | -1 | -1 | 17
COc1ccc([N+](=O)[O-])cc1NC(=O)C(C)N1CCCC1 (stereo not drawn) | -2 | 8 | 12 | -2 | 2 | 1 | 2 | 15
NC(=O)C1CCCN(C(=S)Nc2ccccc2)C1 (stereo not drawn) | 6 | 0 | 13 | 22 | -19 | -4 | 7 | -4
O=C(NCC1COc2ccccc2O1)C1CCCN(S(=O)(=O)c2cnc[nH]2)C1 (stereo not drawn) | 7 | -3 | -5 | 5 | -4 | -3 | 12 | 8
CC(=O)Nc1ccc(NS(=O)(=O)c2cccc3nonc23)cc1 | 5 | -6 | 11 | 3 | 8 | -3 | 19 | 5
COc1ccccc1CNCc1ccc(OC)c(OC)c1OC | -2 | 10 | 15 | -5 | 3 | -1 | 9 | 25
Cc1cc(C(=O)NNC(=S)NC(C)c2ccccc2)cs1 (stereo not drawn) | -5 | -9 | -43 | -2 | -6 | 13 | 22 | 22
O=C(Nc1ccccc1F)n1ncc2cc(Cl)ccc21 | -6 | -16 | -18 | -7 | 4 | -7 | -8 | -8
CC1CCCCN1C(=O)CN1C(=O)NC2(CCCCC2C)C1=O (stereo not drawn) | -2 | -13 | -4 | -1 | -1 | 6 | -1 | 9
O=c1cc(-c2ccccc2)n(S(=O)(=O)c2ccc3ccccc3c2)o1 | 1 | 8 | 12 | 1 | 0 | 0 | -10 | -9
O=C(COC(=O)C1CCC(=O)N1)Nc1cc(Cl)ccc1Cl (stereo not drawn) | 13 | -1 | -4 | -4 | 1 | -2 | 9 | 13
O=C(O)CCCCCNC(=O)/C(=C\c1ccco1)NC(=O)c1ccco1 | -6 | 3 | 4 | -2 | -3 | -4 | 8 | 19
Fc1ccc(CN2CCCCCCC2)c(F)c1 | 3 | -1 | 22 | 9 | -2 | 1 | -6 | -6
CCOC(=O)Cn1nc(/C=C/c2ccc(C)cc2)ccc1=O | -2 | -4 | -5 | 4 | 0 | 1 | 0 | -29

Compound activity: PubChem BioAssay, Sanford-Burnham Center for Chemical Genomics
